Compound activity: PubChem BioAssay, The Scripps Research Institute Molecular Screening Center
FBW7 activator = human FBW7 E3 ligase activation, primary screen; Q969H0; AlphaScreen FBW7–phospho-cyclin E peptide binding, activator screen; normalized activity (activation), % at 26.1 µM; hit rate 0.13% among 650,000; in the data active = normalized activity above about 1.9%;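 note: purified mutant Fbw7 with reduced substrate affinity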
Target sequence (Q969H0 whole entry, looked up): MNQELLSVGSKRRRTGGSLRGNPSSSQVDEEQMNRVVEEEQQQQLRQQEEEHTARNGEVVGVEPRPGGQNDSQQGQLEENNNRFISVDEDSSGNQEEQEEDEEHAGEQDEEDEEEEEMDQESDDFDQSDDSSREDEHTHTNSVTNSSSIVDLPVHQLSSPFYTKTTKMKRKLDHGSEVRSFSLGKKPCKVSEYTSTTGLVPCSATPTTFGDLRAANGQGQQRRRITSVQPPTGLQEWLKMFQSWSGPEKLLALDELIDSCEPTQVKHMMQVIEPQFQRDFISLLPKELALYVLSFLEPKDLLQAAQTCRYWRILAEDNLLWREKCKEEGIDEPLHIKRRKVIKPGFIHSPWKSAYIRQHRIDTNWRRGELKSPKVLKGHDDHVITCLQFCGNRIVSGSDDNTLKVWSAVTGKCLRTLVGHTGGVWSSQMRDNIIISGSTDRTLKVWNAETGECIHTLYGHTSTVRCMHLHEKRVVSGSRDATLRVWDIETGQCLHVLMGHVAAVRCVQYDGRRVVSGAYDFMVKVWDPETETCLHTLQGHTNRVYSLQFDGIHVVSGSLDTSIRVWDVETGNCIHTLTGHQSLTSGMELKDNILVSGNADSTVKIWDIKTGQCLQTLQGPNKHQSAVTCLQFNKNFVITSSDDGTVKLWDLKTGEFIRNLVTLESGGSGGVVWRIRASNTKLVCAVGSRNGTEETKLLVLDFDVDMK
MITF primary = human MITF inhibition, primary screen | O75030 | hit rate 0.91% among 650,000 | AlphaScreen MITF homodimerization, bead proximity signal | inhibition, % at 2.6 µM; in the data active = inhibition above about 50%;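 note: 0% = vehicle wells with protein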
GPR151 ag = activates the human receptor GPR151. AID 1508602. hit rate 1% among 650,000. Q8TDV0. PathHunter beta-arrestin GPR151 cells, luminescence. activation, % at 11.2 µM; in the data active = activation above about 4.9%;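 note: 0% = median of compound wells and 100% = cells with positive control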
TEAD-YAP block = TEAD-YAP interaction inhibition | HEK-TIYL cells, TEAD-Gal4/YAP UAS-luciferase luminescence | inhibition, % at 9.12 µM | hit rate 1.4% among 640,000 | AID 1259422; in the data active = inhibition above about 32%;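 note: 0% = median of test compound wells and 100% = reference inhibitor wells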
An asterisk follows results filed as active. Not a hit list. Share with any hit: about 3.4%.

entry	smiles	TEAD-YAP block	GPR151 ag	FBW7 activator	MITF primary
1	COc1cc(C(C)=O)ccc1OCC(O)CN1CCC(C(N)=O)CC1 (centres undefined)	-1	-0.6	0.1	-1
2	COc1ccc(C(O)C(=O)Nc2ccc(-c3cn[nH]c3)cc2N2CCN(C)CC2)cc1 (centres undefined)	2	-0.5	1.1	17
3	CCN/C(C)=C/c1nsc(Nc2ccc(Cl)cc2)n1	-37	-0.5	-0.1	2
4	C=CCNC(=O)c1onc(C)c1Cl	-5	-0.3	-0.1	9
5	Cc1cc(S(=O)(=O)N2CCN(Cc3ccccc3)CC2)c(C)s1	12	-0.4	0.0	6
6	Cc1cc(C)c2nc3c(c(N)c2c1)CCN3C	-2	-0.3	-0.2	40
7	Cc1ccc(-c2ccc(S(=O)(=O)N3CCOCC3)cc2)cc1	2	2.2	0.8	3
8	O=C(Nc1ccc(N2CCCN(C(=O)C3CC3)CC2)cc1)c1cc(-c2ccccc2)on1	-7	0.8	-0.2	2
9	CC(C)(CO)NC(=O)c1cccc(-n2cc(Nc3nnnn3-c3ccccc3)cn2)c1	0	1.2	-0.1	19
10	O=C(NCc1ccccc1)c1cccc(N2C(=O)C3C4C=CC(C4)C3C2=O)c1 (centres undefined)	7	-0.3	-0.2	-3

Gathered by group, those above containing a Cl atom (two)
entry	smiles	TEAD-YAP block	GPR151 ag	FBW7 activator	MITF primary
3	CCN/C(C)=C/c1nsc(Nc2ccc(Cl)cc2)n1	-37	-0.5	-0.1	2
4	C=CCNC(=O)c1onc(C)c1Cl	-5	-0.3	-0.1	9

(next part)
entry	smiles	TEAD-YAP block	GPR151 ag	FBW7 activator	MITF primary
11	NS(=O)(=O)c1ccc(NC(=O)Nc2cccc(Cl)c2)cc1	-4	0.5	0.0	5
12	COc1ccccc1CCNC(=O)C1CC12CCN(Cc1cccc(C)n1)CC2 (centres undefined)	-7	0.8	-0.1	-10
13	Nn1cnn2c(SCC(=O)Nc3ccc(Br)cc3)nnc12	10	0.7	0.0	2
14	O=C(Nc1ccc([N+](=O)[O-])cc1)NC1(C(F)(F)F)Oc2ccccc2O1	0	2.6	0.3	4
15	O=C(O)c1cccc(N2C(=O)c3ccc4c5c(ccc(c35)C2=O)CC4)c1	-4	0.4	-0.3	46
16	O=C(NC[C@H]1CCCN(C(=O)c2ccccn2)C1)c1ccco1	1	-0.9	-0.1	-9
17	COc1cc2c(cc1OC)C(COc1ccc(F)cc1)N(C(=O)c1c(F)cccc1F)CC2 (centres undefined)	-7	-1.1	0.1	14
18	O=C(OCC(=O)c1ccc(Br)s1)c1cc(=O)c2ccccc2o1	-4	-0.1	0.1	6
19	CCOC(=O)C1=C(C)N=c2s/c(=C\c3ccc(C)c(OC)c3)c(=O)n2C1c1cc(OC)ccc1OC (centres undefined)	-7	-1.6	0.1	1
20	Cc1cc(C)cc(Nc2ncnc3c2c(-c2ccccc2)cn3-c2ccccc2)c1	2	0.1	-0.1	-2

Quoted from the listing, 16 compounds:
entry	smiles	TEAD-YAP block	GPR151 ag	FBW7 activator	MITF primary
3	CCN/C(C)=C/c1nsc(Nc2ccc(Cl)cc2)n1	-37	-0.5	-0.1	2
4	C=CCNC(=O)c1onc(C)c1Cl	-5	-0.3	-0.1	9
5	Cc1cc(S(=O)(=O)N2CCN(Cc3ccccc3)CC2)c(C)s1	12	-0.4	0.0	6
6	Cc1cc(C)c2nc3c(c(N)c2c1)CCN3C	-2	-0.3	-0.2	40
7	Cc1ccc(-c2ccc(S(=O)(=O)N3CCOCC3)cc2)cc1	2	2.2	0.8	3
8	O=C(Nc1ccc(N2CCCN(C(=O)C3CC3)CC2)cc1)c1cc(-c2ccccc2)on1	-7	0.8	-0.2	2
9	CC(C)(CO)NC(=O)c1cccc(-n2cc(Nc3nnnn3-c3ccccc3)cn2)c1	0	1.2	-0.1	19
10	O=C(NCc1ccccc1)c1cccc(N2C(=O)C3C4C=CC(C4)C3C2=O)c1 (centres undefined)	7	-0.3	-0.2	-3
11	NS(=O)(=O)c1ccc(NC(=O)Nc2cccc(Cl)c2)cc1	-4	0.5	0.0	5
12	COc1ccccc1CCNC(=O)C1CC12CCN(Cc1cccc(C)n1)CC2 (centres undefined)	-7	0.8	-0.1	-10
13	Nn1cnn2c(SCC(=O)Nc3ccc(Br)cc3)nnc12	10	0.7	0.0	2
14	O=C(Nc1ccc([N+](=O)[O-])cc1)NC1(C(F)(F)F)Oc2ccccc2O1	0	2.6	0.3	4
15	O=C(O)c1cccc(N2C(=O)c3ccc4c5c(ccc(c35)C2=O)CC4)c1	-4	0.4	-0.3	46
16	O=C(NC[C@H]1CCCN(C(=O)c2ccccn2)C1)c1ccco1	1	-0.9	-0.1	-9
17	COc1cc2c(cc1OC)C(COc1ccc(F)cc1)N(C(=O)c1c(F)cccc1F)CC2 (centres undefined)	-7	-1.1	0.1	14
18	O=C(OCC(=O)c1ccc(Br)s1)c1cc(=O)c2ccccc2o1	-4	-0.1	0.1	6

Going on with the list.
entry	smiles	TEAD-YAP block	GPR151 ag	FBW7 activator	MITF primary
21	CNC(=O)CCCc1nc(-c2ccccc2)no1	-11	4.1	0.5	13
22	O=C(Cc1cccs1)N1CCN(c2ccccc2)CC1	6	0.0	0.1	3
23	CC(C)N(CCNc1ccc([N+](=O)[O-])cc1C#N)C(C)C	-2	-0.5	0.2	8
24	CN1CCN(NC(=O)c2cc3c(s2)CCCCC3)CC1	13	-0.6	1.0	12
25	Cn1cc(-c2ncoc2-c2cc(Nc3ccc(N4CCOCC4)cc3)ncc2F)cn1	-2	2.6	0.0	-11
26	Cc1ccccc1OCC(=O)Nc1ccc(C(=O)NC(C)(C)C)cc1	2	2.3	0.0	6
27	CC12C=CC3(O1)C(C(=O)N(c1ccccc1)C3C(=O)NC1CCCC1)C2C(N)=O (centres undefined)	-7	-0.6	-0.5	-5
28	O=S(=O)(c1ccc(F)cc1)N1CCN(c2cc(-n3ccnc3)ncn2)CC1	-4	1.2	0.0	-11
29	CC(C)c1ccc(NC(=O)CSc2nc3ccsc3c(=O)n2CCCC(=O)NCCc2ccc(S(N)(=O)=O)cc2)cc1	17	-1.3	0.0	12
30	Cc1ccc(C(=O)COC(=O)CCN2C(=O)C3C4CCC(C4)C3C2=O)cc1[N+](=O)[O-] (centres undefined)	0	0.1	-0.2	5
31	CC1=C(c2ccc(C)cc2)S(=O)(=O)N=C1N1CCN(c2cccc(C(F)(F)F)c2)CC1	-5	-0.1	-0.2	6
32	CN1CCC(N(C(=O)CCC(=O)O)C2CC2)CC1	4	8.8*	-0.2	-3
33	CN(C)c1ccc(/C=C2/SC(=Nc3ccccc3)NC2=O)cc1	4	0.5	-0.1	4
34	COc1ccc(Cl)cc1NC(=S)Nn1cnnc1	-2	-0.6	-0.2	15
35	O=C(Nc1ccc(-c2ccn[nH]2)cc1)C1CCCN(Cc2ccsc2)C1 (centres undefined)	0	0.7	0.0	0
36	O=[N+]([O-])c1ccc(CSC2=NCCN2S(=O)(=O)c2ccc([N+](=O)[O-])cc2)cc1	4	1.7	-0.1	3
37	CC1=NN(c2cccc(C(=O)O)c2)C(=O)/C1=C\c1cc([N+](=O)[O-])ccc1Cl	2	0.5	0.1	10
38	CC1CCCCC1NC(=O)/C(C#N)=C/c1ccc(F)c(F)c1 (centres undefined)	4	-2.2	0.2	4
39	Cn1c(=O)c(C(=O)NS(=O)(=O)c2ccccc2Cl)cn1-c1ccccc1	-2	-1.2	0.1	10
40	O=S(c1ccc2ccccc2c1)N1CCOCC1 (centres undefined)	-5	0.9	0.0	-13
41	CC(=O)Nc1nonc1NC(=O)CSc1nnc(N)s1	5	1.3	0.0	6
42	CCOC(=O)COc1ccc(S(=O)(=O)Nc2ccc(OCc3ccccc3)cc2)cc1	-2	-0.3	0.2	11
43	COc1cc(=O)n2c(c1C(=O)N1CCCC1)CCN(CC(C)C)CC2	-19	0.2	-0.1	-8
44	CCSc1nc(N)c2c(n1)NC1=C(C(=O)CC(C)(C)C1)C2c1ccncc1 (centres undefined)	-10	0.8	0.1	-8
45	O=C(/C=C/c1cccs1)N1CCCC(N2CCN(c3ccccc3)CC2)C1 (centres undefined)	6	1.0	0.2	12
46	NCCCC[C@@H]1NC(=O)[C@H]2CN(Cc3cnn(-c4ccccc4F)c3)CCN2C1=O	-8	-1.0	0.0	14
47	CCSc1nc2ccccc2n1CC(=O)N1CCCCC1	2	0.3	-0.1	1
48	CS(=O)(=O)Nc1ccc(C(=O)Nc2ccc(F)cc2)cc1	-7	0.8	-0.2	3
49	COc1ccccc1-c1csc(NC(=O)c2ccc([N+](=O)[O-])s2)n1	10	-0.6	0.1	-2
50	CCN(CC)S(=O)(=O)c1ccc(Cl)c(C(=O)NC2CCCC2)c1	3	0.7	-0.2	-1
51	COc1ccc(NC(=O)CCN2CCN(Cc3ccccc3)CC2)c(OC)c1	1	-0.7	0.1	-1
52	CCn1c(SCC(=O)NC(C)(C)C)nnc1-c1cccc(C)c1	-10	0.0	-0.1	-2
53	COc1ccc(C(C)NC(=O)c2ccccc2[N+](=O)[O-])cc1OC (centres undefined)	-7	2.0	0.2	15
54	COc1ccc(-n2c(C)cc(C=O)c2C)c([N+](=O)[O-])c1	6	-1.3	0.1	22
55	Cc1ccc(C)c(N2CCN(S(=O)(=O)c3ccccc3)CC2)c1	-1	0.9	-0.1	4
56	COCCN(C(=O)c1ccc(OC2CCN(CCc3ccccc3)CC2)cc1)C(C)C	-9	0.9	0.2	-29
57	O=C(C1CCN(Cc2ccc(OCc3ccccc3)cc2)CC1)N1CCCC1	-7	-0.6	0.7	43
58	O=C(NCCOc1ccccc1)c1csc(Nc2ccncc2)n1	-7	-0.5	0.1	0
59	Cc1noc(-c2ccccc2)c1NC(=O)N1CCN(C)CC1	4	0.1	0.1	-5
60	O=C(Nc1ccc2c(c1)OCO2)c1cc(N2CCN(c3ccccn3)CC2)nc2ccccc12	-1	-1.0	0.1	12
61	O=C(Nc1nnc(-c2ccc(Br)cc2)s1)c1cccc(C(F)(F)F)c1	6	2.1	0.1	4
62	CS(=O)(=O)N1CCCC(C(=O)Nc2cccc([N+](=O)[O-])c2)C1 (centres undefined)	9	1.7	0.1	0
63	COc1ccccc1NC(=O)Cn1cnc2c(cnn2-c2ccc(C)c(C)c2)c1=O	-3	0.0	0.1	-4
64	Nc1cccc(-c2ccc(C(=O)NCCO)s2)c1	-10	-0.3	-0.1	2
65	O=C(O)CCNS(=O)(=O)c1cccc(Cl)c1	-8	0.4	1.0	13
66	COC(=O)c1ccc(N(C(=O)c2ccco2)C(C(=O)NC2CCCC2)c2ccco2)cc1 (centres undefined)	-2	1.4	0.0	0
67	Cc1ccc(-n2c(C)ccc2-c2ccccc2)cc1C	0	-1.0	0.1	11
68	O=[N+]([O-])c1ccc(N2CCN(c3ncnc4c3cnn4-c3ccccc3)CC2)cc1	5	1.4	0.1	-2
69	COC(=O)[C@@H](NC1CCN(c2ccc(CC(=O)N3CCCC3)cc2)CC1)C(C)C	0	0.7	0.0	-3
70	COc1nc(Nc2ccccc2)nc(N2CCOCC2)n1	-15	0.1	-0.1	-11

The list goes on:
entry	smiles	TEAD-YAP block	GPR151 ag	FBW7 activator	MITF primary
71	CCCc1cc(CN(C)C(=O)CC2(c3ccccc3F)CC(=O)N(C)C2=O)[nH]n1 (centres undefined)	-9	0.9	-0.2	-2
72	CC1CC(C)CN(CCS(=O)(=O)c2ccc(Oc3ccc(S(=O)(=O)CCN4CC(C)CC(C)C4)cc3)cc2)C1 (centres undefined)	7	0.5	-0.1	0
73	Cn1cc(SCC(=O)N2CCN(c3ccccc3)CC2)c2ccccc21	-32	1.0	0.3	5
74	COc1ccc(-n2nc([N+](=O)[O-])c(=NCCc3ccc(C)cc3)n2O)cc1	-4	1.8	-0.9	8
75	Cc1sc(NC(=O)CN(C(=O)C(C)C)C2CCCCC2)c(C(N)=O)c1C	1	0.0	0.0	6
76	COc1ccc(CN2CCN(C(=O)CCC3CCCC3)CC2)c(OC)c1	2	-0.1	0.0	48
77	C[C@@H]1NC(=O)[C@H]2CN(S(=O)(=O)c3ccc4ccccc4c3)CCN2C1=O	1	3.2	0.2	-4
78	C=CCn1c(SCC(=O)Nc2nc(C)cs2)nnc1-c1ccccc1Cl	9	-0.4	-0.2	-10
79	OCCn1c(-c2ccccc2)nc(=S)c2c1CCCC2	7	1.8	-0.1	16
